BH1578 lux ind – induces V. cholerae light production without autoinducers; V. cholerae BH1578 lux reporter, luminescence, 6 h; activation, % at 18.7 µM; 0.16% of 350,000 active; AID 588436; in the data active means activation mostly above about 9.7%, no sharp cut-off; inconclusive means no clear call, values can overlap the other calls; inactive means mostly below about 3.7%; further: not every result past the cut was called active; inactives centre near 0; reference of the scale not given here
Yp Topo-I inh – inhibitors of Yersinia pestis topoisomerase I | AID 504884 | activity, % at 10 µM | Y. pestis Topo-I cleavage product accumulation, plate reader | 0.064% of 360,000 active; in the data active means activity above about 50%, passing the limit was not always enough; inconclusive means no clear call, values can overlap the other calls; further: inactives centre near 2
Anthrax LF prot – blocks Bacillus anthracis lethal factor protease; 0.12% of 360,000 active; inhibition, % at 10 µM; multiplex microsphere protease cleavage assay, LF; AID 588501; further: plate controls were buffer without enzyme for full effect and enzyme alone for no effect
Target sequence (P15917 whole entry, looked up): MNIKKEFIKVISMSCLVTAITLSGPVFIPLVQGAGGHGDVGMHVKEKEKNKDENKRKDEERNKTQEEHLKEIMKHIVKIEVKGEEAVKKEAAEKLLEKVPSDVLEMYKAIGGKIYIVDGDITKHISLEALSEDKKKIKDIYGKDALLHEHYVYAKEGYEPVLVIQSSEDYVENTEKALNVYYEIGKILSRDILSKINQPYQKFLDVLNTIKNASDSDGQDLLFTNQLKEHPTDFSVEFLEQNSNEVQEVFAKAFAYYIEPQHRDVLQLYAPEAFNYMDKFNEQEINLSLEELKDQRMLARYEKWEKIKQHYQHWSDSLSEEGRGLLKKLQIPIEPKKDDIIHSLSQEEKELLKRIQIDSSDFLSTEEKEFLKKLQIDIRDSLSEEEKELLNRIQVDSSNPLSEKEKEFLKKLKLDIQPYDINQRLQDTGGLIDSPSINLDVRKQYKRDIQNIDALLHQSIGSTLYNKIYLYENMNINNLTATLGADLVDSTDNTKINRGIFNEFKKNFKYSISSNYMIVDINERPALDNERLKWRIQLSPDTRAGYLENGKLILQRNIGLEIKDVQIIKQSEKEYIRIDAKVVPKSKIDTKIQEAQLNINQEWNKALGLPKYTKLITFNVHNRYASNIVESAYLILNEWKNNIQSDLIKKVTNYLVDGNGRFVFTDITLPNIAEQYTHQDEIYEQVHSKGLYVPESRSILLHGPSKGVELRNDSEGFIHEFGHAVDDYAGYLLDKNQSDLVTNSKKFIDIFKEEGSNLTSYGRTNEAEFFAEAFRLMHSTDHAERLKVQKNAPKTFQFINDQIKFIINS
TcdB GH inh – blocks C. difficile toxin B glycohydrolase activity; 0.24% of 350,000 active; TcdB glycohydrolase enzymatic assay, plate reader; inhibition, % at 9.99 µM; in the data active means inhibition above about 10%
PrPC TRFRET – inhibitors of human cell surface prion protein PrPC; P04156; TR-FRET read-out; inhibition, % at 13.8 µM; 0.43% of 370,000 active; AID 720596; in the data active means inhibition above about 24%; further: 0% = median of the test wells and 100% = reference compound wells
SARS 3CLpro inh – SARS-CoV 3CLpro protease inhibition. P0C6X7. recombinant SARS-CoV 3CLpro, quenched FRET peptide cleavage. inhibition, % at 6 µM. 0.14% of 290,000 active; in the data active means inhibition above about 12%
BoNT-A LC inh2 – inhibitors of Botulinum neurotoxin A light chain protease; multiplex microsphere protease substrate cleavage, flow cytometry; 0.17% of 360,000 active; inhibition, % at 10 µM; further: plate controls were buffer without enzyme for full effect and enzyme alone for no effect
PriA SSB inh – K. pneumoniae PriA-SSBct interaction inhibition; AlphaScreen SSBct-PriA binding, biotinylated peptide; inhibition, % at 33 µM; 0.6% of 430,000 active; in the data active means inhibition mostly above about 37%, no sharp cut-off; inactive means mostly below about 20%;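 further: plate controls were negative control peptide for no effect and reference peptide for full effect; strong numbers were not always called active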
PfHsp40 yeast – restores yeast growth despite PfHsp40 toxicity; S. cerevisiae expressing PfHsp40, growth rescue, ATP luminescence; growth rescue, % at 12.5 µM; 0.68% of 340,000 active; AID 504582; in the data active means growth rescue above about 28%, passing the limit was not always enough; inconclusive means no clear call, values can overlap the other calls;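 further: yeast W303a lacking pdr1 and pdr3 grown in galactose medium; growth measured after three days at 30 °C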
Numbers without * were called inactive; i = inactive; ? = inconclusive; · = no result given; & = joins results of further samples. Unless noted, no stated cut-off is given here; in the data, active means inhibition above about 30%; inconclusive means no clear call, values can overlap the other calls; inactive means below that. This is a subset (hit frequency here may not be typical).

SMILES	BH1578 lux ind	Yp Topo-I inh	Anthrax LF prot	TcdB GH inh	PrPC TRFRET	SARS 3CLpro inh	BoNT-A LC inh2	PriA SSB inh	PfHsp40 yeast
CC1CCN(C(=O)C2CCN(S(=O)(=O)c3cccnc3)CC2)CC1	-1.4	-1	-1	·	-1	2	1.0	-5	-0.2
COc1ccc(CNC(=O)c2csc(Cc3ccc(Cl)cc3)n2)cc1	i	49	-2	·	2	3	-1.2	-7	3.0
COc1cccc(Oc2coc3c(CN4CCOCC4)c(O)ccc3c2=O)c1	i	7	-6	·	1	-2	0.4	-5	-0.1
Cc1c(C(=O)C(=O)N2c3ccc(F)cc3CCC2C)c2ccccc2n1C (stereo not given)	1.6	16	1	·	9	2	-0.5	11	0.6
COCCSc1nnc(NC(=O)Cc2ccccc2OC)s1	-0.4	4	?	·	0	-3	?	-1	0.9
COc1cc(NC(=O)c2sc3ncn(CC(=O)N4CCCC(C)C4)c(=O)c3c2C)cc(OC)c1OC (stereo not given)	3.8	8	-3	1.6	-5	-11	-1.1	-4	-1.4
CCC(C)C(NC(=O)OC(C)(C)C)C(=O)NC(C(=O)NC(C)C(N)=O)C(C)C (stereo not given)	i	4	0	-0.2	1	-2	-0.7	5	-1.2
O=c1[nH]c(=O)c2[nH]c(=S)n(-c3ccccc3)c2[nH]1	-1.0	1	-1	-0.9	-4	·	0.2	-7	-0.9
CCOC(=O)N1CCC(n2c(SCC(=O)NCc3ccco3)nc3ccsc3c2=O)CC1	i	8	-3	·	·	-4	-0.9	2	1.9
COc1ccccc1Cc1c(-c2cccc(Br)c2)nc2c(C)cc(Br)cn12	·	·	1	2.3	5	·	2.2	·	·
CCCC1=C(C(=O)OCC)C2(C(=O)Nc3ccc(C)cc32)C(C#N)=C(N)O1 (stereo not given)	i	15	2	·	-9	1	?	9	1.9
Cc1noc(C)c1-c1ccc(C(=O)NCCC(F)(F)F)c2occc12	-0.3	-1	1	-1.1	-8	·	-0.4	·	·
Cc1ccc(C(=O)Cc2nnc(C)s2)cc1	-0.6	15	-3	·	7	-1	-1.0	4	-2.1
Cc1nc(NC(=O)CN2CC(C)OC(C)C2)sc1C(=O)N(C)C (stereo not given)	i	2	·	-0.7	-1	-3	·	-12	-0.4
CCCCCOc1ccccc1C(=O)NCCCCCC(=O)O	-0.4	20	-4	0.2	-2	4	-0.2	-3	0.2
COc1nc(-c2ccc(C)cc2)ccc1-c1noc(-c2cccnc2)n1	i	-2	0	·	-7	·	1.1	9	-0.1
CC(/C=N/NC(=O)Cc1cccn1C)=C\c1ccco1	-1.9	-1	-7	·	-2	6	?	·	-0.5
CC(CNC(=O)CN(C)CC(=O)Nc1ccccc1Br)c1ccccc1 (stereo not given)	i	9	-5	0.0	4	·	-1.9	0	0.4
CSc1cc(-c2ccc(Cl)cc2)c(C(=O)NN)s1	-0.4	-5	-12	·	1	8	0.2	-4	0.4
Cc1ccc(OCCc2csc(N)n2)cc1	-2.4	2	1	0.2	4	6	-0.5	23&-1	0.6

Some of the entries above in a different format.
structure | BH1578 lux ind | Yp Topo-I inh | Anthrax LF prot | TcdB GH inh | PrPC TRFRET | SARS 3CLpro inh | BoNT-A LC inh2 | PriA SSB inh | PfHsp40 yeast
Cc1c(C(=O)C(=O)N2c3ccc(F)cc3CCC2C)c2ccccc2n1C (stereo not given) | 1.6 | 16 | 1 | · | 9 | 2 | -0.5 | 11 | 0.6
COCCSc1nnc(NC(=O)Cc2ccccc2OC)s1 | -0.4 | 4 | ? | · | 0 | -3 | ? | -1 | 0.9
COc1cc(NC(=O)c2sc3ncn(CC(=O)N4CCCC(C)C4)c(=O)c3c2C)cc(OC)c1OC (stereo not given) | 3.8 | 8 | -3 | 1.6 | -5 | -11 | -1.1 | -4 | -1.4
CCC(C)C(NC(=O)OC(C)(C)C)C(=O)NC(C(=O)NC(C)C(N)=O)C(C)C (stereo not given) | i | 4 | 0 | -0.2 | 1 | -2 | -0.7 | 5 | -1.2

Additional records
SMILES	BH1578 lux ind	Yp Topo-I inh	Anthrax LF prot	TcdB GH inh	PrPC TRFRET	SARS 3CLpro inh	BoNT-A LC inh2	PriA SSB inh	PfHsp40 yeast
Cc1ccccc1NC(=O)Nc1nc(CN)cs1	-0.3	0	-2	-0.2	2	·	-0.1	·	·
Cc1cccc(NC(=O)c2onc3c2CCCC3)c1C	-1.3	11	-14	·	-8	4	-0.1	-23	8.8
CCC(C(=O)NCc1cccnc1)n1nc(C)c2sc3ccccc3c2c1=O (stereo not given)	-0.2	20	2	1.3	-8	3	0.9	6	1.0
CCC(=O)Nc1ccc(C(=O)NNC(=O)c2cccs2)cc1	-1.4	-5	4	·	-2	-3	3.5	-2	-0.8
COc1ccc(C(=O)Nc2cc(C(F)(F)F)ccc2Cl)cc1OC	-0.4	0	-2	·	-5	4	-0.9	-4	6.1
CN1CCN(S(=O)(=O)c2cccc(C(=O)NC3(C)CCS(=O)(=O)C3)c2)CC1 (stereo not given)	i	-9	-1	0.7	-8	·	-0.1	-4	-1.2
O=C1NCCC12C(=O)Nc1ccccc12 (stereo not given)	-0.4	1	-2	1.1	-3	·	-0.4	-9	-0.6
Cc1ccc(S(=O)(=O)N(C)C)cc1NC(=O)COc1ccc(-c2nnco2)cc1	-0.5	4	-4	0.6	2	-1	0.0	-3	-0.1
Cc1ccc(-n2nnnc2SCc2nnc(-c3ccccc3Br)o2)cc1	-3.6	8	-1	·	11	2	0.5	-14	2.1
CCc1ccc(NC(=O)NC2CCCCCCC2)cc1	-0.4	-4	2	-2.0	11	0	-1.6	9	2.3
CCCCn1nnnc1C(CCSC)N1CCC2(CC1)C(=O)NCN2c1ccccc1 (stereo not given)	·	·	-10	1.8	4	·	-1.1	·	·
COc1cccc(NC(=O)CN(C)CC(=O)c2c(C)[nH]c3ccccc23)c1	-0.9	0	2	0.1	7	·	0.2	5	0.3
CC1(C(=O)NS(=O)(=O)c2ccccc2OC(F)(F)F)CCN1C(=O)Cc1ccccc1 (stereo not given)	i	12	3	0.6	0	·	0.0	·	·
Cc1cccc(N2CC(C(=O)OCC(=O)c3c(N)n(CC(C)C)c(=O)n(C)c3=O)CC2=O)c1C (stereo not given)	i	27	·	2.1	2	·	·	-1	1.2
Nc1cccc(-n2nncc2-c2ccccc2)c1	i	3	5	·	0	1	1.2	-4	-0.4
Cc1ccc([N+](=O)[O-])cc1N(CC(=O)N1CCCCC1)S(C)(=O)=O	-0.4	1	0	0.4	8	0	-0.7	-13	-0.9
Cc1ccc(S(=O)(=O)N(C)C[C@@H]2Oc3ccc(NC(=O)CCC(F)(F)F)cc3CC(=O)N([C@@H](C)CO)C[C@@H]2C)cc1	-1.0	7	-2	1.1&1.6	12	·	0.0	2	0.0
O=C(Nc1c2c(nn1-c1ccccc1)CS(=O)(=O)C2)c1ccc(Br)o1	-0.4	0	-4	-0.2	-10	·	-0.2	·	·
CC1(C)CC(=O)C=C(c2ccc3ccccc3c2)C1	1.6	32	-5	1.4	-9	·	0.4	-6	2.5
O=C(NCc1cccs1)c1cc(-c2ccccc2)nn1CC1CC(c2cccc([N+](=O)[O-])c2)=NO1 (stereo not given)	-1.4	7	-5	1.0	-3	·	-0.2	-15	2.5
O=C(O)C(CCCCNS(=O)(=O)c1ccc(F)cc1)NS(=O)(=O)c1ccc(F)cc1 (stereo not given)	0.4	-6&-5	-6&0	0.5&0.9	4&-2	0&-4	-2.3&0.5	0	-0.7&-0.8
Cc1ccc(C(=O)Nc2cccc(C(=O)NCc3ccco3)c2)cc1	i	-5	-1	·	39*	2	-0.6	2	-0.7
CCOC(=O)N1CCN(C(=O)c2ccccc2N(Cc2ccccc2)S(=O)(=O)c2ccc(OC)cc2)CC1	-0.3	20	1	1.6	10	5	0.5	10	1.8
COc1ccc(S(=O)(=O)N2CCC(C(=O)Nc3ccc4c(c3)OCCO4)CC2)cc1OC	i	1	-2	·	-6	-3	1.3	-3	-0.6
OCC1(CCc2ccccc2)CCN(C/C=C/c2ccccc2)CC1	-2.0	13	3	2.7	0	-6	-2.3	-4	1.4
CCc1nnc(NC(=O)CN2CCN(Cc3cccc(OC)c3)CC2)s1	-0.4	-1	·	0.5	-9	0	·	-1	-2.2
CN(Cc1ccc(C(C)(C)C)cc1)C(=O)c1ccc2c(=O)n3c(nc2c1)CCC3	i	35	-2	0.9	-1	·	-1.6	7	-0.4
CCOc1ccccc1N1CCN(C(=O)c2c(-c3ccccc3Cl)noc2C)CC1	-0.3	17	-1	·	-5	-3	-0.3	3	5.4
COc1ccc(S(=O)(=O)Nc2ccc3c(c2)C(=O)N([C@@H](C)CO)C[C@H](C)[C@H](CN(C)CC2CC2)O3)cc1	1.2	-4	-5	0.7&0.7	-4	·	-0.2	7	-0.2
OCCSc1ncnc2c1oc1ccccc12	i	-2	7	·	3	0	-0.1	-11&-17	1.5
O=C(Nc1ccc(N2CCN(C(=O)c3cccs3)CC2)cc1)c1cccnc1Cl	-0.3	-8	-1	0.9	0	5	0.6	-11	-0.6
Cc1ccc(CNC(=O)CCNC(=O)Cn2ccc3ccccc3c2=O)cc1	-1.5	-3	-3	·	3	3	2.6	-16	-0.3
COc1ccccc1C(=O)Nc1nc(-c2ccc3c(c2)OCCO3)cs1	·	6	-10	0.6	-2	-2	-1.0	-6	-0.1
CCOc1ccc(NC(=O)NCCCn2c(C)nc3cc(C)c(C)cc32)cc1	7.1	4	-14	·	4	-2	-0.4	-12	-0.3
COCCn1c(SCC(=O)OC(C)C)nnc1-c1ccccc1	i	-3	-7	-5.5	-2	-6	-2.7	1	-1.0
Cc1ccc(N2CC(C(=O)Nc3cccc(C(=O)NC4CC4)c3)CC2=O)cc1 (stereo not given)	-0.6	5	-1	0.1	-5	·	0.2	6	-0.1
COC(=O)C1=C(C)N=c2s/c(=C/c3cccs3)c(=O)n2C1c1ccc(F)cc1 (stereo not given)	-0.5	-1	10	·	-3	-2	8.8	·	0.2
COc1cccc2ccc(CC(O)(c3ccccc3)c3ccccc3)nc12	i	0	-5	-2.8	9	·	-0.5	·	·
CCOc1cc(/C=N/NC(=O)CN2CCOCC2)ccc1OCc1ccc(Cl)cc1	-1.4	5	-3	·	-4	0	0.5	·	0.0
CCn1cc(C2=NC(C)CO2)c2ccccc21 (stereo not given)	-0.5	3	-2	-1.2	-4	4	0.2	-2	0.2
COc1ccccc1C(=O)OCC(=O)Nc1ccc(Cl)cn1	0.0	-7	-5	0.4	1	-3	-0.7	-13	2.2
C/C(=N\NC(=O)c1ccc2c(c1)OCO2)c1ccco1	-0.2	-5	-7	-1.7	6	2	-1.1	·	-0.1
Cc1ccc(C(=O)NCc2ccc(Cl)c(Cl)c2)o1	-0.5	-2	1	·	3	-5	-0.1	-4	0.4
CCN1C(=O)/C(=C/c2ccc(N(CC)CC)cc2OC)C(=O)NC1=S	-0.2	29	0	·	5	-6	0.0	4	0.2
Cn1cc(C=O)c2ccccc21	1.1	-1	1	4.1	3	1	-0.4	-17	-0.5
Cc1cccc(CSc2nc3ccncc3n2CC(=O)Nc2cc(C)cc(C)c2)c1	-0.2	-3	-2	1.0	1	-1	-0.4	-6	0.1
C/C(=C\c1ccccc1)C(=O)NCCc1ccccc1	-0.2	-7	1	0.8	4	-1	0.1	-3	1.9
O=C(CC1S/C(=N/N=C/c2ccco2)NC1=O)Nc1cccc(Cl)c1Cl (stereo not given)	-0.2	1	0	-2.8	4	1	0.2	·	-0.2
C#CCCOC(=O)N1C2=NC(C(=O)OC)=C(C(=O)OC)[C@@H]3N(C)c4ccccc4[C@]23C[C@H]1CO	1.4	29	-3	0.3	0	·	0.2	14	0.5
CCOC(=O)C1=C(COC(=O)Cc2c(F)cccc2Cl)NC(=O)NC1C (stereo not given)	-0.4	2	-5	0.7	-4	·	-0.9	-2	-0.4
CCNC(=O)c1sc2cc(C)ccc2c1Cl	5.0	5	-1	-0.9	3	2	-0.3	-6	-0.2
CC1CC(C)CN(CCCNC(=O)CN2C(=O)c3cccnc3Oc3ccccc32)C1 (stereo not given)	-0.3	-10	3	-2.1	11	2	-0.7	-1	-0.9
CN(Cc1ccccc1)C1=CC(=[N+]2CCCC2)CC(C)(C)C1	-0.4	1	-5	0.9	18	-1	0.9	-6	1.0

High-throughput results from PubChem.
